DT40 TDP1 no CPT: qHTS for Inhibitors of human tyrosyl-DNA phosphodiesterase 1 (TDP1): qHTS in cells in absence of CPT | DT40 Tdp1-/- hTDP1 cells, no CPT, ATP luminescence, 48 h | Potency, µM (doses to about 46.2 µM), for inactives: top-dose activity change, negative = growth inhibition, actives largely listed as inhibitors | 420,000 compounds, 15% hits | AID 686978, 2013; note: nearly all actives have a fitted effect of over 55% in size
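A cellular qHTS used chicken DT40 cells lacking endogenous Tdp1 but carrying stably transfected human TDP1. Compounds were applied without camptothecin, and cell growth kinetics were judged by ATP-dependent luminescence after ≥48 hr.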
TDP1 block: qHTS Assay for Inhibitors of Tyrosyl-DNA Phosphodiesterase (TDP1); Tyrosyl-DNA phosphodiesterase 1 (Homo sapiens), Q9NUW8; recombinant TDP1, AlphaScreen DNA substrate cleavage; Potency, µM (series often up to 130 µM), for inactives: at the highest dose activity change, negative = inhibition, usual class: inhibitors; 350,000 compounds, 0.28% hits; AID 485290, 2010; note: nearly all actives have a fitted effect of over 40% in size
Target sequence (Q9NUW8 whole entry, looked up): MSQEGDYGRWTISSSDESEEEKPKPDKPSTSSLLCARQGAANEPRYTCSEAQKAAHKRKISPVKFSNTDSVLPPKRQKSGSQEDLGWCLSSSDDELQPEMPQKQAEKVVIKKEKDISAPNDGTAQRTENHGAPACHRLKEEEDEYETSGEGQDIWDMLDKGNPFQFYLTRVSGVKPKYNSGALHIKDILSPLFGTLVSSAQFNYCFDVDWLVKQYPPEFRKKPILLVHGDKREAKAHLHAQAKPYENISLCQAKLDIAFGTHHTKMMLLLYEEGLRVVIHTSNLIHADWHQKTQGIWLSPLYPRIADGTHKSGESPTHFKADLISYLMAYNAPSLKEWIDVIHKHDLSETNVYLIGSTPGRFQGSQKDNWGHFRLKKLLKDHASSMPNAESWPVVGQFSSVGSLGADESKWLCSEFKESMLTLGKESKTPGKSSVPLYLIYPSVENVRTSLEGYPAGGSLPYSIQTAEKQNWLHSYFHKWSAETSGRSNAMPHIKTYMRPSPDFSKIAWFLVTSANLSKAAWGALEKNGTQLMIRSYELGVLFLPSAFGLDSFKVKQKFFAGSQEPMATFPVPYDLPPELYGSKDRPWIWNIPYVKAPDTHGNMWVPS
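Recombinant human Tdp1 (E. coli-expressed, 1 nM final) preincubated with compounds 15 min at room temperature, then 5'-biotin/3'-phosphotyrosine-FITC DNA substrate (15 nM final) added for 5 min. AlphaScreen beads (10 ug/ml final) added 10 min; cleavage lowers signal.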
N370S GC mod: qHTS Assay for Inhibitors and Activators of N370S glucocerebrosidase as a Potential Chaperone Treatment of Gaucher Disease; Potency, µM (top dose mostly 59.4 µM), without a hit: at the top dose activity change, negative = inhibition, usual class: inhibitors; Lysosomal acid glucosylceramidase (Homo sapiens), P04062; 330,000 compounds, 0.092% hits; N370S GC spleen homogenate, 4MU-glucoside fluorescence;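 note: 0% = full enzyme activity and -100% = no enzyme basal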
* hit, by the source's call; ? = inconclusive; · = not tested or not shown; & = joins results of further samples; ! = a repeat was not active; [ ] = another dose, or the depositor's remark. Calls come from the whole dose curve; as a rule, active = well fitted curve in the direction sought with a large enough effect; inconclusive = small, poorly fitted or top-dose-only effect, or another doubt; inactive = no such curve, though single readings can be large; an effect the other way counts as inactive or inconclusive. Unless noted, % is set by controls: 0 for no effect and ±100 for the full control effect; potency is the fitted concentration of half-maximal effect. These rows are one share of the data; count on the stated rates, not on these rows.

SMILES	DT40 TDP1 no CPT	TDP1 block	N370S GC mod
COc1cc(N2CCOCC2)ccc1/C=C1\C(=O)NC(=O)N(Cc2cccs2)C1=O	-28%	-5%	-6%
CCC(=NCc1ccco1)c1c(O)n(-c2ccccc2C)c(=O)[nH]c1=O	-13%	4%	0%
N#Cc1cc2c(nc1SCC(=O)Nc1ccc(C(F)(F)F)cc1)C1CCN2CC1	23µM*	6%	·
CCN1C[C@@]2(COC)CC[C@H](O)[C@@]34[C@@H]2C[C@@H]([C@@H]13)[C@]1(O)C[C@@H](OC)C2C[C@H]4[C@H]1[C@H]2OC(C)=O	·	10%[21 µM]	-6%[21.6 µM]
C=C1[C@@H]2C[C@@]3([C@H]1O)[C@H]1C[C@@H]4[C@@]5(C)CC[C@H](O)[C@]4([C@H]1N(CC)C5)[C@H]3C[C@H]2O	·	13%[21 µM]	5%[21.6 µM]
CC(=NCc1cccnc1)c1c(O)n(Cc2ccccc2)c(=O)[nH]c1=O	-19%	2%[56.1 µM]	5%
Cc1nn(Cc2ccccc2)c2c1C(c1ccco1)C(C#N)=C(N)O2 (stereo unspecified)	?	12%	1%
CCn1c(C)c(C(=O)O)c2cc(OC)ccc21	1%	9%	-20%
CN1[C@@H](CC(=O)c2ccccc2)CCC[C@H]1C[C@H](O)c1ccccc1	21µM*!	7%&6%&6%&1%&3%	-16%&-1%&6%&-1%&4%
Cc1cccc(NC(=S)N2CC3CC(C2)c2cccc(=O)n2C3)c1C (stereo unspecified)	-17%	8%	2%
COc1ccc(CNCCc2c[nH]c3ccccc23)cc1OC	18µM*	·	-19%
CNP(=O)(Oc1ccccc1)OC12CC3CC(CC(C3)C1)C2 (stereo unspecified)	-21%	3%	5%
COC(=O)C1=C(c2cccc(OCc3ccccc3)c2)C[C@@H]2CC[C@H]1N2C(=O)NCc1cccc(OC)c1	15µM*	0%	·
COc1cccc(OC)c1C(=O)Nc1nc(N)n(-c2ccccc2)n1	-1%	2%	-22%
CCOC(=O)c1c(-c2ccc(OC)cc2)oc2ccc(OC(=O)N(C)C)cc12	18µM*	-4%	23%
Cc1[nH]c2ccccc2c1C(=O)CN1CC=C(c2ccccc2)CC1	?	-3%	-27%
CC(C(=O)Nc1ccc(Br)cc1C(=O)c1ccccc1)N1CCOCC1 (stereo unspecified)	-19%	3%	-5%
CN1C(=O)C(C2c3ccccc3C(=O)N2Cc2ccc([N+](=O)[O-])cc2)C(=O)N(C)C1=O (stereo unspecified)	2%	-3%	-8%
Cc1c(N=Nc2c(O)[nH]c(=S)[nH]c2=O)c(=O)n(-c2ccccc2)n1C	8%	-2%	12%
C=C(C)c1cccc(C(C)(C)NC(=O)NC2CN3CCC2CC3)c1 (stereo unspecified)	-11%	-10%	-45%
COc1cc(/C=N/Nc2ccc(S(N)(=O)=O)cc2)cc(OC)c1OC	21µM*	2%	-15%
COc1ccc(C(=O)C2CCCN(Cc3cnc(C)s3)C2)cc1OC (stereo unspecified)	-23%	·	5%
Cc1ccc(Cl)cc1N1CCN(CCN)CC1	?	2%	-7%
CC(C)OP(=O)(OC(C)C)C(Nc1ccc([N+](=O)[O-])cc1)c1cccc([N+](=O)[O-])c1 (stereo unspecified)	18µM*	6%	-27%
CCC(=O)CC(c1ccc([N+](=O)[O-])cc1)c1c(O)c2ccccc2oc1=O (stereo unspecified)	?	6%	-3%
Cc1noc(C)c1C(=O)N1CCC[C@@]2(CCN(CC(C)C)C2)C1	-13%	·	-2%
COc1ccc(CCNc2nc3c(c(=O)n(C)c(=O)n3C)n2Cc2ccc(F)cc2)cc1OC	3.3µM*	0%	·
C/C(CCc1c[nH]c2ccccc12)=N\O	-15%	8%	-26%
CCN1C[C@]2(COC)CC[C@H](O)[C@@]34[C@@H]5C[C@H]6[C@@H](OC)[C@H]5[C@](O)(C[C@@H]6OC)[C@@](O)([C@@H](OC)[C@H]23)[C@@H]14	·	6%[56.1 µM]	14%[21.6 µM]
CC1(C)C(c2ccccc2)=NC(c2cccnc2)N1O (stereo unspecified)	?	-5%	?
Cc1cc2oc(=O)cc(-c3ccccc3)c2c(C)c1-c1ccc(CO)cc1	18µM*	-1%[56.1 µM]	?
COc1ccc(CCNc2nc3ccc(Cl)cc3n3cnnc23)cc1OC	16µM*	-3%	·
O=c1[nH]c(=O)n(Cc2ccccc2)c(O)c1/C=N/NCCO	10%	4%	-3%
COC(=O)C1=C(c2ccc(F)cc2OCc2ccccc2)C[C@@H]2CC[C@H]1N2C(=O)NCc1ccc(F)cc1	?	1%	·
CN(C)CC#CCOCCOCCC#N	-4%	4%	-3%
C=CC1CC=CCC1 (stereo unspecified)	·	9%	-25%
COc1ccccc1N1C(=O)NC(=O)C2(Cc3cc(C)ccc3N(C)C2)C1=O (stereo unspecified)	-18%	6%	2%
CC(=O)c1ccc(Oc2ccc(C(=O)c3ccc(C)c(C)c3)cc2[N+](=O)[O-])cc1	2.3µM*	4%	8%
COC(=O)C1(C)C=C2C(=C(C)C(=O)C2C)CN1 (stereo unspecified)	·	?	-6%
Cc1nc2c(c(C)nn2-c2ccccc2)c(C)c1CCC(=O)N1CCC2(CC1)OCCO2	?	2%	-2%
CCOC(=O)C1(CCc2ccccc2)CCN(Cc2csc(C(C)=O)c2)CC1	?	·	-12%
CCCC(=O)NC(Oc1ccccc1Cl)C(Cl)(Cl)Cl (stereo unspecified)	-10%	3%	-26%
COc1ccc(C(CNC(=O)CCc2ccsc2)N(C)C)cc1 (stereo unspecified)	-12%	·	4%
Clc1ccccc1-c1cncnc1NCCc1cnc[nH]1	?	·	-2%
C=CCn1c(O)c(C(C)=NCCN2CCCCC2)c(=O)[nH]c1=O	8%	4%	4%
Cn1c(O)c(/C=N/Nc2ccccc2)c(=O)n(C)c1=O	-7%	10%	1%
Cn1c(O)c(C2=NN(C(=O)CCl)C(c3ccccc3)C2)c(=O)n(C)c1=O (stereo unspecified)	-27%	5%	-10%
CC(=O)NCC(=O)Nc1ccc(Br)cc1C(=O)c1ccccc1	-24%	3%	-4%
FC(F)(F)c1ccc2c(c1)N(CCCN1CCN(CCCl)CC1)c1ccccc1S2	8.2µM*	9%	?
CC(C)CN1CCN(Cc2ccccc2C(F)(F)F)CC1CCO (stereo unspecified)	3%	6%	-4%
COc1cc2c(C(=O)O)c(C)n(C)c2cc1Br	-2%	-4%	17%
CCOc1ccc(NCc2cccn2-c2nnc(N3CCC(C(=O)NCC(C)c4ccccc4)CC3)s2)cc1 (stereo unspecified)	8.2µM*	8%	·
O=C(NCCN1CCCCC1)c1ccc(Cl)nc1Cl	1%	·	-2%
CC(C)(C)c1cc(O)ccc1O	1.2µM*	6%&15%&4%	2%&-5%
CCC1C2CC3C4N(C)c5ccccc5[C@]45CC(C2C5O)N3C1O (stereo partly specified)	0.37µM*	12%[56.1 µM]	-5%
COc1cc2c(cc1OC)C(C1c3cc4c(cc3CCN1C)OCO4)OC2=O (stereo unspecified)	5%	0%	-1%
Cc1ccc(-n2c(O)c(C=NCCC3=CCCCC3)c(=O)[nH]c2=O)cc1	-13%	2%	4%
CCOP(=O)(OCC)c1nc(-c2ccccc2)oc1NCc1ccccc1	?	-6%	3%
CCn1c(C)cc(/C=C2\C(=O)NC(=O)N(c3ccccc3C)C2=O)c1C	31%[activator]	6%	4%
Cc1ccc(-c2nc3ccccc3c(=O)n2-c2ccccn2)cc1	?	5%	7%

Five of the compounds above, with values under each structure:
The line under a structure holds: DT40 TDP1 no CPT, TDP1 block, N370S GC mod
> CCOC(=O)C1(CCc2ccccc2)CCN(Cc2csc(C(C)=O)c2)CC1
    ?, ·, -12%
> CCCC(=O)NC(Oc1ccccc1Cl)C(Cl)(Cl)Cl (stereo unspecified)
    -10%, 3%, -26%
> COc1ccc(C(CNC(=O)CCc2ccsc2)N(C)C)cc1 (stereo unspecified)
    -12%, ·, 4%
> Clc1ccccc1-c1cncnc1NCCc1cnc[nH]1
    ?, ·, -2%
> C=CCn1c(O)c(C(C)=NCCN2CCCCC2)c(=O)[nH]c1=O
    8%, 4%, 4%

Next section:
SMILES	DT40 TDP1 no CPT	TDP1 block	N370S GC mod
O=C(CCC1CCCC1)c1c(O)c2ccccc2oc1=O	4.1µM*	5%	3%
Cc1ccc(Cn2cc(C=O)c(-c3ccc(F)cc3)n2)cc1	-17%	·	16%
COC(=O)c1cccc(NC(=O)N2C[C@H]3C[C@@H](C2)c2cccc(=O)n2C3)c1	7%	·	0%
O=c1[nH]c(=O)n(Cc2ccc(F)cc2)c(O)c1/C=N/Nc1ccccc1	-14%	12%	-2%
CCn1ccnc1CN1CCCC(C(=O)c2cc(Cl)ccc2OC)C1 (stereo unspecified)	?	0%	11%
COC1=CC(=O)[C@]2(C=C1OC)OC[C@@H]1Oc3c(ccc4c3C=CC(C)(C)O4)C(=O)[C@@H]12	0.21µM*	-5%	·
CCOC(=O)C(=O)NC1CCSC1=O (stereo unspecified)	-7%	-5%	5%
CCOC(=O)c1ccc(NC(=O)C2C3C=CC(O3)C2C(=O)O)cc1 (stereo unspecified)	·	-1%	-1%
C#CC[N+]1(C)[C@@H]2CC(OC(=O)C(CO)c3ccccc3)C[C@H]1C(O)C2 (stereo partly specified)	10%	·	-1%
CN=C(SCC(=O)c1cccc(Cl)c1)c1c(O)n(C)c(=O)n(C)c1=O	?	·	6%
O=C(COc1ccc(Cl)cc1)Nc1ccc(Cl)cc1C(=O)c1ccccc1	-9%	3%[12.3 µM]	·
Clc1ccccc1CN1CCNCC1	-15%	4%	0%
Cc1ccc(C2=NN(CCC(=O)N3CCC4(CC3)OCCO4)C(=O)CC2)cc1	3%	-3%	-10%
Cc1noc(C)c1CSCC(=O)Nc1ccc(C#N)c(Cl)c1	?	0%	·
CC(C)[C@@]1(NC(=O)[C@@H]2C[C@@H]3c4cccc5[nH]cc(c45)C[C@H]3N(C)C2)O[C@@]2(O)[C@@H]3CCCN3C(=O)[C@H](Cc3ccccc3)N2C1=O	19µM*!	4%&21%&15%	?
O=C1/C(=C/c2ccccc2)C[C@@]2(O)[C@H]3Cc4ccc(O)c5c4[C@@]2(CCN3CC2CC2)C1O5 (stereo partly specified)	2.6µM*	2%	·
O=c1[nH]c(=O)n(Cc2ccccc2)c(O)c1C=NCCCn1ccnc1	13%	8%	3%
O=C1NCCOC(=O)[C@H](Cc2ccc(F)cc2)CC/C=C/C[C@@H]1CC(=O)N(CCO)Cc1ccccc1	?	1%	·
CCCCC/C=C\C/C=C\C/C=C\C/C=C\CCCC(=O)O	24µM*!	9%&9%&-4%	-16%&13%&-6%&-15%&-9%
Cc1cc[n+](Cc2ccccc2)cc1	?	-3%	-5%

Three of the compounds above, with each value named.
compound: Cc1ccc(Cn2cc(C=O)c(-c3ccc(F)cc3)n2)cc1
  DT40 TDP1 no CPT: -17%; TDP1 block: ·; N370S GC mod: 16%

compound: CCn1ccnc1CN1CCCC(C(=O)c2cc(Cl)ccc2OC)C1 (stereo unspecified)
  DT40 TDP1 no CPT: ?; TDP1 block: 0%; N370S GC mod: 11%

compound: COC1=CC(=O)[C@]2(C=C1OC)OC[C@@H]1Oc3c(ccc4c3C=CC(C)(C)O4)C(=O)[C@@H]12
  DT40 TDP1 no CPT: 0.21µM*; TDP1 block: -5%; N370S GC mod: ·
